Compound activity deposited in PubChem BioAssay by several laboratories.
Autophagy HCS: autophagy modulators in MEF cells, primary screen, imaging, high-content, MEF GFP-LC3 | MEF GFP-LC3 puncta imaging; test concentration mostly 10 µM | calls only at 10 µM (by protocol) | hit rate 0.98% among 190,000;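 active = percentage of spot-positive cells more than 3 SD above its plate mean, without a fluorescence outlier flag or 80% toxicity; inconclusive = no clear call, values can overlap the other calls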;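 also: spot-positive cell cutoff set from DMSO-treated cells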
M17LAP inhibition: P. falciparum M17LAP inhibitors, primary screen, biochemical, fluorogenic H-Leu-NHMec substrate, 1536-well (AID 1619); Leucine aminopeptidase (Plasmodium falciparum (isolate 3D7)); recombinant M17LAP, H-Leu-NHMec fluorogenic kinetic assay; higher % means a stronger effect; inhibition, % at 30 µM; hits with a dose series show IC50 in µM; hit rate 0.38% among 220,000;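 active = compound inhibiting the enzyme by more than half at any dose during confirmatory dose-response retesting; inconclusive = strong single-dose inhibitors picked by rank but not retested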;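 also: plate controls were full reaction with DMSO carrier for no effect and no enzyme background for full effect; strong numbers were not always called active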
Dynein cargo inh: inhibitors of GR-EGFP nuclear translocation, primary screen, dynein cargo transport inhibitor project, imaging, high-content, 3617.4 mouse cells; AID 1381, 2008; hit rate 0.47% among 220,000; test concentration mostly 20 µM; stimulated with dexamethasone, 1 µM; stronger effect = lower value; z-score, hits read low;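 active = plate z-score of nuclear minus cytoplasmic receptor signal below a set negative limit, without overly bright fluorescence or cell loss, cut at about -3.5 in these data, passing the limit was not always enough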;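 also: z-score of nuclear minus cytoplasmic ring GR-EGFP intensity difference per well; some compounds called inactive have numbers as strong as hits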
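medium = tetracycline-free induction medium containing charcoal-stripped FBS | also added = 1.0 µM final dexamethasone stimulus | schedule = 48 h induction, 1 h compound, 30 min dex at 37 °C | technique = fixed, Hoechst-stained cells imaged at 10x for EGFP | measure = GR-EGFP nuclear translocation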
MT stabilizer: microtubule stabilizers in HeLa cells, primary screen, imaging, high-content imaging. hit rate 0.83% among 200,000. HeLa tubulin immunostaining HCS, 24 h; share of cells brighter than vehicle mean+2SD. AID 2205, 2009. % tubulin-high responders, % at 10 µM;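 active = plate Z-score above 3 for both tubulin-high and condensed-nucleus cell shares, with cell loss under 80%, at 10 µM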;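 also: anti alpha tubulin signal scored within the nucleus-defined area of each cell; some results filed as inactive read as strong as hits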
Ins promoter up: insulin promoter activators in MIN6 cells, imaging, high-content screening, mouse beta cells. z-score at 5 µM. AID 1625, 2009. hit rate 0.3% among 190,000. MIN6 insulin promoter-GFP reporter; stronger effect = higher value;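 active = z-score above 3 at 5 µM with at least 500 cells counted in the well; inconclusive = wells under 500 cells, flagged as cytotoxic or low count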
bCat nuc transl: modulators of beta-catenin nuclear translocation, primary screen, imaging, HeLa cells, immunofluorescence, high-content | nuclear translocation activity, % at 5 µM | hit rate 0.3% among 190,000 | AID 1665, 2009;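 active = nuclear translocation activity above 50% at 5 µM, with a well cell count of 50 or more; inconclusive = wells under 50 cells across six images, flagged as toxic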;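 also: per-cell ratio of nuclear to cytoplasmic median beta-catenin stain intensity; plate controls were DMSO negative control for no effect and GSK-3 inhibitor IX positive control for full effect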
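Read-out: Nuclear/cytoplasmic beta-catenin signal ratio, % activation | Assay system: Human HeLa cell line | Times: 24 h compound exposure at 37°C, 5% CO2 | Signal: Fluorescence imaging of beta-catenin antibody stain plus DAPI | Dosing: 5 µM primary, 0.02–20 µM confirmation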
ER stress rescue: rescue of cells from ER stress-induced death, primary screen, 384-well, CSM14.1, thapsigargin, ATP luminescence (AID 1222); CSM14.1 thapsigargin-induced death rescue, ATP luminescence; higher % means a stronger effect; cellular ATP content (survival), % at 20 µM; hits with a dose series show EC50 in µM; 190,000 tested, under 10 active;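 active = EC50 below 50 µM in the dose-response confirmation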;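 also: death triggered by thapsigargin at about 15 µM added after 2 h compound pretreatment; cell ATP read after overnight thapsigargin exposure of roughly 18 to 22 hours; normalized against plate controls of thapsigargin alone and 5% DMSO vehicle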
P. falciparum M1AAP: P. falciparum M1AAP inhibitors, biochemical, fluorogenic H-Leu-NHMec substrate, 1536-well (AID 1445); Aminopeptidase N (Plasmodium falciparum (isolate 3D7)); recombinant M1AAP, H-Leu-NHMec fluorogenic kinetic assay; higher % means a stronger effect; inhibition, % at 30 µM; hits with a dose series show IC50 in µM; hit rate 0.42% among 220,000;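 active = primary inhibition above the hit cutoff, then over 50% inhibition at one or more dose response concentrations, cut at about 23% in these data, passing the limit was not always enough; inconclusive = conflicting primary data, or primary hits not chosen for dose response; inactive = low primary inhibition, or under 50% at every dose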;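 also: plate controls were DMSO full reaction for no effect and no enzyme background for full effect; strong numbers were not always called active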
UTI89 phage lysis: inhibition of K1F phage lysis, E. coli UTI89, bacterial capsule biogenesis inhibitors, alamar blue (AID 488966). E. coli UTI89 K1F phage lysis, alamar blue, 2 h; higher % means a stronger effect. inhibition, % at 100 µM, or IC50 in µM where a hit was titrated. hit rate 0.02% among 340,000;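 active = phage lysis inhibition, versus mean bacterial control, above a set limit; inconclusive = no clear call, values can overlap the other calls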;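 also: capsule biogenesis inhibitors block K1F phage lysis so surviving cells raise fluorescence; higher fluorescence means more inhibition of phage lysis; actives were called in the ten point dose series up to 300 µM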
Dynein cargo inh cytoplasmic EGFP: recorded beside Dynein cargo inh, whose call it bears; z-score; measured here: cytoplasmic GR-EGFP intensity; stronger effect = higher value
Dynein cargo inh nuclear GR-EGFP: also measured in Dynein cargo inh; calls as there; z-score; measured here: nuclear GR-EGFP intensity;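 lower value marks the stronger effect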
Dynein cargo inh cell count: also measured in Dynein cargo inh; calls as there; z-score; measured here: cell count per field
Ins promoter up cell count: further read-out of Ins promoter up, marked with its call; cell count; measured here: cytotoxicity, nuclei count;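 total cells summed across four imaged fields per well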
bCat nuc transl cell count 5 µM: second read-out of bCat nuc transl, no call of its own (marks repeat the call); cell count; measured here: cell count, cytotoxicity flag
MT stabilizer Hoechst-high %: second read-out of MT stabilizer, no call of its own (marks repeat the call); % Hoechst-high responders; measured here: nuclear condensation Hoechst responders;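 share of cells brighter than vehicle mean plus two SD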
MT stabilizer cytotoxicity %: also measured in MT stabilizer; calls as there; toxicity, %; measured here: cytotoxicity by cell density;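 0% = mean cell density of plate MIN control wells and 100% = no cells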
Autophagy HCS cell loss 18 h: second read-out of Autophagy HCS, no call of its own (marks repeat the call); toxicity, %; measured here: cell loss, nuclei count;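 cell loss after 18 h compound exposure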
* marks the source's active call; other numbers are inactive results; i = inactive; ? = inconclusive; . = not tested or not shown; [ ] = another dose, or the depositor's remark. Rows are unselected. About 2.9% of those tested had a hit in this group.

SMILES	Autophagy HCS	Autophagy HCS cell loss 18 h	M17LAP inhibition	Dynein cargo inh	Dynein cargo inh cytoplasmic EGFP	Dynein cargo inh nuclear GR-EGFP	Dynein cargo inh cell count	MT stabilizer	MT stabilizer Hoechst-high %	MT stabilizer cytotoxicity %	Ins promoter up	Ins promoter up cell count	bCat nuc transl	bCat nuc transl cell count 5 µM	ER stress rescue	P. falciparum M1AAP	UTI89 phage lysis
COc1ccc(OC)c(NC(=O)COC(=O)c2ccc(-n3cnnn3)cc2)c1	i	3	2%	0.33	-0.19	0.15	-0.39	1.4	1.3	12	0.49	1203	0.7	1176	2.2%	11%	-0.1%
C=CCOc1c(Br)cc(/C=N/NC(=O)Cc2ccc(C(F)(F)F)cc2[N+](=O)[O-])cc1OC	i	-9	10%	0.87	-0.17	0.65	-1.3	3.7	1.1	16	-0.4	1348	0.5	909	-2.6%	4%	2.5%[50 µM]
Cc1ccc(OCCn2c(CCCO)nc3ccccc32)cc1	i	1	7%	3.3	0.15	1.9	-1.2	1.4	1.2	10	2.1	994	-1.0	1014	0.6%	-5%	0.3%
CC(=O)N1CCc2cc(S(=O)(=O)NC(CC(C)C)C(=O)Nc3ccc4c(c3)OCCO4)ccc21 (stereo unspecified)	i	8	-4%	-1.5	-0.25	-0.42	1.3	2.8	1.9	7.2	-1	1316	-0.3	1051	-0.7%	-1%	1.2%
Cc1ccc(NC(=O)Cn2c(=O)c(C)nc3ccccc32)cc1	i	21	-2%	-0.56	-0.15	0.088	-0.57	1.3	2.2	8.3	0.22	1530	0.5	980	-1.5%	-2%	0.4%
COC(=O)c1ccc(Oc2c(Cl)cccc2[N+](=O)[O-])cc1	i	7	5%	0.28	-0.12	0.36	0.12	2.7	2.4	0.0	.	.	-0.1	1092	0.5%	0%	2.8%
O=C(NC1CCCCCCC1)C1c2ccccc2C(=O)N1Cc1ccco1 (stereo unspecified)	i	5	1%	-1.5	-0.22	-1.2	1.4	2.9	1.9	7.1	0.07	1316	3.3	1336	-1.1%	10%	3.7%
CN(CC(=O)NNC(=O)c1cccnc1)S(=O)(=O)c1cc(Cl)ccc1Cl	i	3	-7%	0.34	-0.29	0.15	0.15	1.3	1.9	5.8	0.79	1580	-2.7	1083	-1.7%	4%	0.7%
C=CCN(Cc1nc(-c2cc(OC)ccc2OC)oc1C)C1CCS(=O)(=O)C1 (stereo unspecified)	i	4	1%	-0.62	-0.34	-0.46	0.87	1.6	2.5	7.3	0.01	1686	0.2	1531	1.2%	4%	-0.4%
COc1ccc2cc(C(=O)C3CCCN(Cc4ccccn4)C3)ccc2c1 (stereo unspecified)	i	-17	.	-0.037	-0.24	0.39	0.2	1.2	1.1	8.1	0.14	1506	-0.9	1038	1.0%	.	0.0%
c1ccc2c(c1)NC(CN1CCOCC1)CO2 (stereo unspecified)	i	36	0%	2.3	-0.21	2.2	-2.3	6.1	1.9	17	1.1	1224	-2.6	1164	1.8%	3%	-0.2%
Cc1ccc(/C=N/n2c(-c3ccc(Cl)cc3)n[nH]c2=S)o1	.	.	0%	-0.24	-0.29	0.45	0.42	.	.	.	-0.03	1051	-0.3	1324	.	0%	0.4%
COc1cc(/C=N/NC(=O)CNc2n[nH]c(=O)[nH]c2=O)ccc1O	i	16	12%	0.4	-0.25	0.74	-0.58	3.2	2.8	5.4	0	1469	0.8	1039	0.7%	9%	4.9%
O=C(C1CCCN(Cc2nc(-c3cccs3)no2)C1)N1CCOCC1 (stereo unspecified)	i	1	4%	-0.4	-0.32	0.071	0.91	0.7	1.0	5.4	.	.	-2.0	1070	-1.2%	1%	0.2%[50 µM]
Cc1ccc(/C(=N\O)c2oc3c(C)c4oc(=O)cc(C)c4cc3c2C)cc1	i	5	-8%	-0.21	-0.22	0.22	0.51	3.3	2.1	6.9	?	.	-2.5	1263	5.3%	13%	0.4%
O=C(Cn1c(NCCCO)nc2ccccc21)c1ccco1	i	-31	5%	1.3	-0.18	0.99	0.92	2.8	3.0	14	0.13	1244	-4.7	1000	0.9%	5%	7.6%
c1coc(CNc2nc3nonc3nc2NCc2ccco2)c1	i	13	-45%	-0.92	-0.18	-0.68	0.014	2.2	1.5	7.2	-0.61	1116	-3.7	1137	1.8%	0%	-0.5%
Cc1nn(-c2ccccc2)nc1C(=O)Nc1ccc2[nH]ncc2c1	.	.	-3%	1.9	-0.21	0.92	-1.4	.	.	.	0.09	1317	2.7	1107	.	7%	0.4%
CCC1=NN2C(=N)/C(=C\c3cccn3-c3ccc(Br)cc3)C(=O)N=C2S1	i	33	2%	-0.65	-0.32	-0.24	0.89	2.6	1.1	0.4	.	.	22	243	-2.0%	4%	0.0%
CCOc1ccc(C(=O)c2nc3c(n2O)CCCCC3)cc1	i	4	24%	0.25	-0.27	-0.23	-0.25	3.9	2.1	2.9	-0.16	1252	-4.9	1056	-1.3%	10%	-0.5%
CC(C)Cc1nc2sc3c(=O)[nH]cnc3c2c2c1CCC2	i	-3	10%	3	-0.13	1.7	-1.7	5.8	2.4	9.0	-0.23	1277	0.3	903	-2.6%	8%	1.5%[50 µM]
Cc1cc2oc(=O)cc(CN3CCCCC3C)c2c(C)c1Cl (stereo unspecified)	i	-5	4%	-0.15	-0.22	0.17	0.57	4.5	4.0	12	0.8	1237	-0.5	1200	-0.9%	9%	0.0%
CCN(CC(=O)Nc1ccccc1SC)Cc1nc2ccccc2c(=O)[nH]1	.	.	15%	-1.1	-0.45	-0.39	1.2	.	.	.	0.32	979	2.1	1183	.	-2%	-0.1%
Cc1ccc(C2CC(c3cccs3)=NN2S(=O)(=O)c2ccc(C)cc2)cc1 (stereo unspecified)	i	9	-7%	0.75	0.028	0.49	-0.17	6.2	1.5	6.9	-0.99	1435	0.0	1014	0.5%	0%	0.3%
S=C(c1ccc(N2CCOCC2)cc1)N1CCOCC1	i	4	7%	0.017	-0.26	0.45	-0.23	3.8	0.3	42	0.64	1202	-0.3	1079	.	-7%	0.7%
CCOc1ccc(CN2CCN(Cc3ccc(C)o3)CC2CCO)cc1 (stereo unspecified)	i	-9	5%	-1.1	-0.074	-0.17	0.62	2.0	2.8	11	0.52	1315	-0.1	1505	-1.4%	-3%	0.5%
CC1=C(C(=O)N2CCCC(C(=O)c3cccc4ccccc34)C2)OCCO1 (stereo unspecified)	i	20	0%	-0.98	-0.1	-0.36	0.68	2.0	2.6	4.5	0.3	1536	-2.8	1029	0.3%	3%	0.0%
O=c1cc(CNCCCO)c2ccccc2[nH]1	i	15	4%	1.2	-0.25	0.78	-0.33	6.8	1.0	1.3	0.04	787	3.0	1045	1.5%	-1%	0.1%
Cc1cc(C)nc(SCC(N)=O)n1	.	.	-11%	1.4	-0.19	0.57	-0.086	.	.	.	0.19	1162	-0.1	1281	.	-2%	0.4%
Cc1ccc(NC(=O)CN(C)C(=O)CSc2nc(C)cs2)cc1	i	20	-5%	1.6	-0.16	1.4	-1.1	2.9	1.1	8.3	0.97	1378	0.4	1025	29%	2%	0.3%
O=S(=O)(Nc1ccc(S(=O)(=O)Nc2ccccc2)cc1)c1ccccc1	i	-2	5%	-0.47	-0.32	-0.064	-0.2	3.3	1.9	8.4	0.58	1461	-1.6	1404	2.2%	0%	0.2%
C1=C(CCNC2=NCCCCC2)CCCC1	i	-15	-1%	2.6	-0.13	0.59	-1.9	3.9	3.3	9.7	0.24	1212	-0.8	900	-2.1%	4%	0.6%
CCOC(=O)CSC1=C(C#N)C(c2sccc2C)CC(=O)N1 (stereo unspecified)	i	31	6%	-0.78	-0.33	-0.27	0.3	26*	46*	48*	-0.08	824	69*	658*	-0.5%	10%	1.7%
CC(Sc1nc(NCc2ccccc2)nc(N2CCOCC2)n1)C(=O)Nc1ccccc1 (stereo unspecified)	i	-4	-4%	0.75	-0.22	-0.23	0.092	2.6	1.2	9.3	-1.6	1281	.	.	-1.5%	1%	-0.3%
CCc1cc2c(N3CCN(C(=O)c4ccco4)CC3)ncnc2s1	i	-4	.	-1.2	-0.33	-0.35	1.8	1.9	1.8	7.1	-0.29	1441	1.4	1009	5.1%	.	0.2%
